H37Rv inhibition: M. tuberculosis growth inhibition, HTS (AID 449762); M. tuberculosis H37Rv growth inhibition, 7H9 media; higher % means a stronger effect; inhibition, % at 25 µM, or IC50 in µM where a hit was titrated; actives 0.59% (n = 330,000); in the data active means a potency from the dose series; inconclusive means inhibition above about 70% without an active follow-up result;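 further: bacterial growth assessed after seven days of incubation; strong numbers were not always called active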
PhoP GFP inhibition: PhoP regulon inhibitors, Salmonella typhi PhoP promoter GFP reporter, confirmatory (AID 1850); one-dose inhibition, % at 50 µM; IC50 in µM for titrated hits; actives 0.33% (n = 310,000); Salmonella Typhi PhoP-promoter GFP reporter, fluorescence, 4 h; higher % means a stronger effect; in the data active means a potency from the dose series; inconclusive means inhibition mostly from about 25% at the one dose, without a potency; inactive means the rest, 99 in 100 with inhibition below about 19%;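 further: 0% = induced wells with vehicle and 100% = uninduced wells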
H1N1 NS1A inhibition: NS1A inhibition, H1N1 influenza, cell based functional assay (AID 504329); NS1A functional cell-based assay, percent inhibition; higher % means a stronger effect; inhibition, % at 12.5 µM; hits with a dose series show IC50 in µM; actives 0.3% (n = 340,000); in the data active means a potency from the dose series; inconclusive means inhibition above about 27% without an active follow-up result; further: strong numbers were not always called active
tuberculosis growth: growth inhibition of non-replicating M. tuberculosis (AID 488890) | Mycobacterium tuberculosis non-replicating, growth inhibition; higher % means a stronger effect | inhibition, % at 25 µM; hits with a dose series show IC50 in µM | actives 0.39% (n = 320,000); in the data active means a potency from the dose series; inconclusive means inhibition mostly from about 82% at the one dose, without a potency; inactive means the rest, 99 in 100 with inhibition below about 76%;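 further: plate controls were DMSO cells for no effect and high antibiotic wells for full effect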
VEEV TC-83 Vero: inhibitors of VEEV TC-83 cytopathic effect, confirmation, Vero cells (AID 588727); Vero cells, VEEV TC-83 cytopathic effect inhibition; higher % means a stronger effect; inhibition, % at 20 µM, or IC50 in µM where a hit was titrated; actives 0.13% (n = 350,000); in the data active means a potency from the dose series; inconclusive means inhibition mostly from about 14% at the one dose, without a potency; inactive means the rest, 99 in 100 with inhibition below about 12%; further: strong numbers were not always called active
VEEV TC-83 Vero 10K pilot screen: further read-out of VEEV TC-83 Vero, marked with its call; inhibition, %; measured here: 10K pilot screen inhibition
* marks the source's active call; other numbers are inactive results; i = inactive; u = inconclusive; x = not tested or not shown. Outcome played no part in choosing rows; any-hit rate near 1.6%.

SMILES | H37Rv inhibition | PhoP GFP inhibition | H1N1 NS1A inhibition | tuberculosis growth | VEEV TC-83 Vero | others
COc1ccc(OC)c2[nH]c(C(=O)N3CCC(C(=O)O)CC3)cc12 | 3% | -10% | 22% | -17% | 0.7%
CC(C)(C)OC(=O)N(Cc1ccccc1)Cc1cccc(OCc2cccc(NC(=O)c3ccccc3)c2)c1 | x | x | -18% | x | i
OC(CSc1ccccc1)CN1CCN(c2ccc(Cl)cc2)CC1 (stereo unspecified) | x | x | 0% | x | 0.8%
Cc1ccn2cc(CCNS(=O)(=O)c3ccc4c(c3)OCCO4)nc2c1 | -11% | -11% | 20% | -11% | 0.1%
O=C1CCCc2c1[nH]c1ccccc21 | x | 2% | 2% | -8% | 2.1%
O=C(O)c1ccc(CSc2nnc(-c3ccco3)n2-c2ccccc2)cc1 | -2% | 4% | -6% | -17% | 1.0%
COc1ccc(NC(C#N)c2ccc(OC)cc2)cc1 (stereo unspecified) | 94% | -2% | -2% | 38% | 0.8%
CCOC(=O)C1=C(C)N=C2SCCC(=O)N2C1c1cccs1 (stereo unspecified) | 3% | 1% | -4% | 3% | 0.7%
Cc1cccc(NC(=O)CSC2=NN3CCCC(=O)N=C3S2)c1C | -2% | -4% | 3% | x | 0.4%
O=C(/C=C/c1ccco1)Nc1cc(Cl)ccc1C(=O)O | 13% | -9% | 4% | 75% | 1.0%
COc1ccccc1C(=O)NC(CCSC)C(=O)NCc1ccncc1 (stereo unspecified) | -5% | x | -5% | -2% | 0.1%
CC[C@]12c3[nH]c4ccccc4c3CCN1C(=O)C(CC(=O)NCCCOC)C[C@@H]2C(=O)N1CCN(C(=O)c2ccco2)CC1 (stereo partly specified) | 3% | x | -4% | 12% | i
CCN1C(=O)/C(=C/C=C2/SCCN2C)SC1=S | -5% | 18% | -12% | -14% | 3.6%
C[C@H](CO)N1C[C@H](C)[C@@H](CN(C)S(=O)(=O)c2ccc(F)cc2)Oc2ccc(NC(=O)Nc3ccccc3)cc2C1=O | 9% | x | -5% | 61% | 8.2%
CCOC(=O)N1CCC(NCCNC(=O)c2ccco2)CC1 | 4% | 0% | -6% | -7% | 0.3%
Cc1c(NC(=O)COC(=O)c2cc(-c3ccc(-c4ccccc4)cc3)nc3ccccc23)c(=O)n(-c2ccccc2)n1C | -7% | 1% | -9% | x | 2.1µM*
CCOc1ccc(CCNC(=O)c2ccc(N3CCCC3=O)cc2)cc1OCC | 6% | 2% | 5% | -8% | 5.0%
Oc1[nH]c2ccccc2c1C1=NCCCC1 | -2% | -4% | 5% | 4% | 1.8%
CC(=O)c1ccc(NC(=O)c2cc(Cl)nc3ccccc23)cc1 | 6% | -2% | -5% | -8% | 0.6%
OC(Cn1c2ccccc2c2ccccc21)C[n+]1cccc2ccccc21 (stereo unspecified) | 13% | 11% | 25% | 55% | i
COc1ccccc1NC(=S)NC1CCCCC1 | 2% | 6% | -7% | 3% | 0.5%
O=C(Cn1ccc([N+](=O)[O-])n1)Nc1nc2ccccc2s1 | -7% | -3% | 6% | -6% | 1.9%
COc1ccc(C(C)=O)cc1Cn1nnc(-c2ccccc2Br)n1 | -5% | -6% | 4% | 12% | i
Cc1cc(C)c(NC(=O)Cn2c(=O)n(Cc3ccco3)c(=O)c3ccccc32)c(C)c1 | -3% | -10% | -4% | -3% | 1.0%
O=C(NC(=S)Nc1ccccc1N1CCCCC1)c1cccs1 | 11% | -4% | -3% | 30% | 5.8%
Cc1nc2scc(-c3ccc(C(C)C)cc3)c2c(=O)n1N | 7% | 6% | x | 18% | 6.5%
COc1ccccc1Nc1nccc(N(C)C)c1C#N | 3% | -8% | -2% | -6% | i
CCN1CCN(c2ccc(S(=O)(=O)N3CCCCC3)cc2NC(=O)COc2ccccc2)CC1 | 4% | -5% | 3% | 18% | 6.8%
C/C(=N\NC(=O)c1ccccc1O)c1cccs1 | 17% | 24% | -3% | 71% | 1.4%
O=C(Nc1cccc(Br)c1)c1ccc2snnc2c1 | -7% | -5% | -10% | 29% | 9.5%
Cc1ccc(S(=O)(=O)N2CCC(=O)N(CCOCc3ccccc3)CC2)cc1 | 7% | -5% | 13% | 0% | i
COC(=O)c1cc(=O)n2c(sc3ccccc32)c1C#N | -4% | 6% | -3% | 14% | i
CCCCCCc1cc2cc(C(=O)NC)c(=N)oc2cc1O | 3% | -16% | 7% | u | 6.6%
O=C(O)C1CCN(c2ccc(S(=O)(=O)N3CCOCC3)cc2[N+](=O)[O-])CC1 | -10% | 11% | -7% | 0% | i
Cc1nonc1OCC(C)(COc1nonc1C)NC(=O)c1ccc(Cl)cc1 | -17% | 3% | -19% | 22% | i
COC(=O)c1cnn2c(C(F)(F)F)cc(-c3ccccc3)nc12 | -11% | 3% | -5% | -4% | i
O=c1[nH]cnc2c1ncn2[C@@H]1O[C@H](CO)[C@@H](O)[C@H]1O | 1% | -2% | 2% | -9% | 1.9%
COc1ccc(N2CCN(S(=O)(=O)c3ccc(-c4cc(C)no4)s3)CC2)cc1 | 6% | -3% | 1% | 1% | i
COc1ccc(C(=O)Cc2ccc(OC)c(OC)c2)c(OC)c1 | -5% | -4% | -5% | 5% | 1.2%
CCN(CC)CCCNc1ncnc2ccccc12 | 3% | 1% | -9% | -2% | 0.1%
CCOC(=O)c1c(C)[nH]c(C(=O)N/N=C\c2ccccc2Cl)c1C | 3% | -3% | 1% | 27% | i
COc1cc(C(=O)NCC(=O)OC(C)C(=O)Nc2ncc(Cl)cc2Cl)cc(OC)c1OC (stereo unspecified) | -6% | 0% | -4% | 4% | 0.6%
CC1CCN(C(=O)CN(c2ccc3c(c2)OCCO3)S(=O)(=O)c2ccccc2)CC1 | 6% | -10% | -6% | 15% | 1.8%
O=C(O)c1ccccc1C(=O)N1N=C(c2ccccc2)CC1c1ccccc1O (stereo unspecified) | 0% | -5% | -27% | 7% | i
Cc1cc(C(=O)Nn2c(C)nc3ccccc3c2=O)ccc1[N+](=O)[O-] | -12% | 6% | 0% | -18% | 0.8%
CCn1c(=O)cc(SCC(=O)N2CCCCC2)c2ccccc21 | -1% | 4% | 2% | -1% | 3.1%
Cc1ccc(NC(=O)C2SC(=Nc3ccccc3)C(C(=O)Nc3ccc(Cl)cc3)=C2N)cc1 (stereo unspecified) | x | x | -1% | x | 2.5%
O=C(O)c1cn(-c2ccc(N3CCCC3)c(F)c2)c2c(F)c(F)c(F)cc2c1=O | u | -7% | -4% | 78% | 3.6%
Cc1ccc(CNC(=O)COC(=O)CSc2ccc(Br)cc2C)cc1 | x | -9% | -9% | 71% | 0.1%
CN(C(=O)Cc1csc(-c2ccccc2)n1)c1c(N)n(Cc2ccccc2)c(=O)[nH]c1=O | -1% | 3% | -4% | 8% | 0.9%
Cc1ccc2sc(N(CCCN(C)C)C(=O)CCS(=O)(=O)c3ccccc3)nc2c1C | 13% | -9% | 0% | u | 13%
CCOC(=O)c1sc2nc(C)nc(Nc3ccc(OC)cc3)c2c1C | 18% | 3% | -12% | -3% | 3.2%
Cc1cccc(NC(=O)c2ccc3c(c2)OCCO3)c1 | x | x | 9% | x | i
CC(C)C(NC(=O)c1ccccc1)C(=O)N1CCCCCC1 (stereo unspecified) | 2% | 3% | 6% | 6% | 0.5%
NC(=O)CSc1nnc(NC(=O)c2ccc(Br)o2)s1 | 7% | 2% | -4% | 46% | 0.5%
N=c1sccn1CC(=O)NCc1ccc(Cl)cc1Cl | -4% | -4% | 12% | 7% | i
O=C(c1ccccc1)N1CCC(O)(c2cccnc2)CC1 | -9% | 2% | 6% | -9% | 0.7%
Cc1cc(C)n(-c2ccc(C(=O)OCC(=O)Nc3ccc(S(=O)(=O)N4CCCCC4)cc3)cc2)n1 | 33% | -7% | 17% | 10% | 1.5%
O=[N+]([O-])c1ccc(Cl)cc1Sc1nc2ccccc2o1 | -4% | -13% | 5% | 0% | i
O=C1CC(=C2c3ccccc3-c3ccccc32)C(=O)N1CCCCN1CCN(c2ccccc2)CC1 | 6% | 21% | 7% | 63% | i

Looked up by compound from above:
SMILES | H37Rv inhibition | PhoP GFP inhibition | H1N1 NS1A inhibition | tuberculosis growth | VEEV TC-83 Vero | others
Cc1c(NC(=O)COC(=O)c2cc(-c3ccc(-c4ccccc4)cc3)nc3ccccc23)c(=O)n(-c2ccccc2)n1C | -7% | 1% | -9% | x | 2.1µM*
CCn1c(=O)cc(SCC(=O)N2CCCCC2)c2ccccc21 | -1% | 4% | 2% | -1% | 3.1%
Cc1ccn2cc(CCNS(=O)(=O)c3ccc4c(c3)OCCO4)nc2c1 | -11% | -11% | 20% | -11% | 0.1%
CCN1C(=O)/C(=C/C=C2/SCCN2C)SC1=S | -5% | 18% | -12% | -14% | 3.6%
COc1ccc(N2CCN(S(=O)(=O)c3ccc(-c4cc(C)no4)s3)CC2)cc1 | 6% | -3% | 1% | 1% | i
C[C@H](CO)N1C[C@H](C)[C@@H](CN(C)S(=O)(=O)c2ccc(F)cc2)Oc2ccc(NC(=O)Nc3ccccc3)cc2C1=O | 9% | x | -5% | 61% | 8.2%
O=C(NC(=S)Nc1ccccc1N1CCCCC1)c1cccs1 | 11% | -4% | -3% | 30% | 5.8%

(next part)
SMILES | H37Rv inhibition | PhoP GFP inhibition | H1N1 NS1A inhibition | tuberculosis growth | VEEV TC-83 Vero | others
COc1ccc(-c2coc3cc(O)ccc3c2=O)cc1O | -9% | 17% | 6% | -14% | 5.5%
Cc1cc(=O)oc(C)c1C(=O)NCc1ccccn1 | 0% | 2% | 6% | -19% | 1.2%
CCOC(=O)C1CCCN(C(=O)c2csc(-c3ccc4c(c3)CCO4)n2)C1 (stereo unspecified) | u | -3% | -20% | 25% | 2.4%
O=C(c1cccnc1Nc1ccccc1F)N1CCOCC1 | -3% | 3% | -8% | -24% | i
CCCCCCCC1(C)NC(=O)NC1=O (stereo unspecified) | 0% | 3% | -9% | -2% | 0.6%
Cc1cccc(C)c1-n1c(C)cc(/C=N/NC(=O)CSc2ncccn2)c1C | 8% | -3% | 4% | 17% | 1.5%
CC1=Nc2ccc(C)cc2N(Cc2ccccc2)C(=O)C1 | -7% | 0% | 1% | x | 2.4%
COC(=O)CN(c1ccc(F)cc1)S(=O)(=O)c1ccccc1 | -3% | 8% | 17% | -15% | 0.8%
CC1(C)CC(=O)/C(=C(\O)CCCN2C(=O)c3ccccc3C2=O)C(=NCC(=O)O)C1 | -7% | -5% | 3% | 0% | 0.5%
CCN(CC)CCN=CC1=C(O)CNC1=O | -12% | 3% | 2% | -13% | 0.8%
N#CCCn1nc(-c2ccccc2)cc1Nc1ccccc1NC(=O)c1cccs1 | -17% | -1% | 1% | 9% | i
Cc1ccc(S(=O)(=O)/N=C2/NC(=O)/C(=C\c3ccccc3)S2)cc1 | 1% | x | -5% | 55% | 3.4%
Cc1ccc(-c2noc(C3CCCN(C(=O)C4CCCCC4)C3)n2)o1 (stereo unspecified) | -11% | 0% | 19% | 5% | 2.0%
CCOc1cc(/C=C(/C#N)c2nc3ccccc3[nH]2)ccc1Oc1ccc([N+](=O)[O-])cn1 | -8% | -13% | -2% | 6% | 2.2%
CC(CNC(=O)Cn1ccc(NC(=O)OCc2ccccc2)nc1=O)c1ccccc1 (stereo unspecified) | -11% | x | 5% | -6% | 0.3% | VEEV TC-83 Vero 10K pilot screen=1.1
O=C1CC2(CCCC2)Oc2ccc(F)cc21 | -4% | -7% | 0% | -4% | i

A portion from further up, for reference:
SMILES | H37Rv inhibition | PhoP GFP inhibition | H1N1 NS1A inhibition | tuberculosis growth | VEEV TC-83 Vero | others
CCCCCCCC1(C)NC(=O)NC1=O (stereo unspecified) | 0% | 3% | -9% | -2% | 0.6%
Cc1cccc(C)c1-n1c(C)cc(/C=N/NC(=O)CSc2ncccn2)c1C | 8% | -3% | 4% | 17% | 1.5%
